# CCHFV vOTU inh: CCHFV vOTU protease inhibition; 0.55% of 370,000 active; Pep-AMC fluorescence; inhibition, % at 11.5 µM; AID 651958; in the data active = inhibition above about 30%; also: 0% = vehicle wells with enzyme and 100% = no enzyme wells
# Anthrax LF inh2: inhibitors of Bacillus anthracis lethal factor protease. P15917. multiplex microsphere protease cleavage assay, LF. inhibition, % at 10 µM. 0.12% of 360,000 active; also: plate controls were buffer without enzyme for full effect and enzyme alone for no effect
# Target sequence (P15917 whole entry, looked up): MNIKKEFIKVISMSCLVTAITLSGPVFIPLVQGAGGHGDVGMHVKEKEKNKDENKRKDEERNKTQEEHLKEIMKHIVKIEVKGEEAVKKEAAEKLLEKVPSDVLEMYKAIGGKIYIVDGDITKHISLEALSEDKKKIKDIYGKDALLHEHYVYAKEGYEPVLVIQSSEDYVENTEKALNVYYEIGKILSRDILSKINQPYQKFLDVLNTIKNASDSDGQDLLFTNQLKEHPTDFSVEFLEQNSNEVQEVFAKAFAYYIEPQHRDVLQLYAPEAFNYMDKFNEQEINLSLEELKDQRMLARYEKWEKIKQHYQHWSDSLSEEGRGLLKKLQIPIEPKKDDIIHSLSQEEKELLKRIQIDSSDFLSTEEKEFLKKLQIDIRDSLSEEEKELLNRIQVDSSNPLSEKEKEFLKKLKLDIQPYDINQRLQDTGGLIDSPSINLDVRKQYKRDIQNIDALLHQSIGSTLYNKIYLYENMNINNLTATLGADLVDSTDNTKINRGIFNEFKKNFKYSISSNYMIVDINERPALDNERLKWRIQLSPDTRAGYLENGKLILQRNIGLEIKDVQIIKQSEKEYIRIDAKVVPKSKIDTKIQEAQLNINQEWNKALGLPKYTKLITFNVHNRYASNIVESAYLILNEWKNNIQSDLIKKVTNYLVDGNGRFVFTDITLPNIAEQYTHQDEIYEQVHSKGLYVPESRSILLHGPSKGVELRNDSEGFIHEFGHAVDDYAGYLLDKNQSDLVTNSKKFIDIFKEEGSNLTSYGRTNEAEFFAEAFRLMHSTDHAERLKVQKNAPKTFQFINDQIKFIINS
# BoNT-F LC inh: BoNT F light chain protease inhibition; Multiplex microsphere protease cleavage assay, flow cytometry; 0.22% of 360,000 active; inhibition, % at 10 µM; in the data active = inhibition above about 35%, passing the limit was not always enough; inconclusive = no clear call, values can overlap the other calls; also: plate controls were buffer without enzyme for full effect and enzyme alone for no effect
# TcdB inh: TcdB glycohydrolase inhibition | 0.24% of 350,000 active | P18177 | TcdB glycohydrolase enzymatic assay, plate reader | inhibition, % at 9.99 µM; in the data active = inhibition above about 10%
# PfHsp40 yeast: compounds rescuing yeast from Plasmodium falciparum HSP40 toxicity | S. cerevisiae expressing PfHsp40, growth rescue, ATP luminescence | growth rescue, % at 12.5 µM | 0.68% of 340,000 active; in the data active = growth rescue above about 28%, passing the limit was not always enough; inconclusive = no clear call, values can overlap the other calls;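 also: yeast W303a lacking pdr1 and pdr3 grown in galactose medium; growth measured after three days at 30 °C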
# BoNT-A LC inh2: blocks Botulinum neurotoxin A light chain protease | multiplex microsphere protease substrate cleavage, flow cytometry | inhibition, % at 10 µM | 0.17% of 360,000 active; also: plate controls were buffer without enzyme for full effect and enzyme alone for no effect
# Yp Topo-I inh: inhibitors of Yersinia pestis topoisomerase I. 0.064% of 360,000 active. activity, % at 10 µM. Y. pestis Topo-I cleavage product accumulation, plate reader; in the data active = activity above about 50%, passing the limit was not always enough; inconclusive = no clear call, values can overlap the other calls; also: inactives centre near 2
# PrPC surface inh: reduces human prion protein on the cell surface. P04156. cell surface PrPC, TR-FRET read-out. inhibition, % at 13.8 µM. 0.43% of 370,000 active. AID 720596; in the data active = inhibition above about 24%; also: 0% = median of the test wells and 100% = reference compound wells
# FadD28 FP inh: blocks FadD28 binding to the bisubstrate probe; 0.22% of 360,000 active; inhibition, % at 12.5 µM; fluorescence polarization; AID 588549; in the data active = inhibition above about 8.5%, passing the limit was not always enough; inconclusive = no clear call, values can overlap the other calls
# The depositor's hits bear a star; ? = inconclusive; . = not tested or not shown; & = joins results of further samples. Rule as the data show it, unless noted: active = inhibition above about 30%; inconclusive = no clear call, values can overlap the other calls; inactive = below that.
SMILES,CCHFV vOTU inh,Anthrax LF inh2,BoNT-F LC inh,TcdB inh,PfHsp40 yeast,BoNT-A LC inh2,Yp Topo-I inh,PrPC surface inh,FadD28 FP inh
COC(=O)c1ccc(NC(=O)c2ccc3c(c2)C(=O)N(Cc2cccnc2)C3=O)cc1,-2,1,5,-0.3,-0.6,-0.2,-4,-3,-0.1
O=C(NCC1COc2ccccc2O1)c1cccs1 (configuration not stated),-7,0,9,1.4,-0.3,-0.3,-2,7,0.1
CCCCN(C)Cc1c(C(=O)N2CCc3ccccc3C2)nc2ccc(Cl)cn12,-8,0,-1,-0.5,-0.4,1.1,2,-8,-2.7
O=C(O)c1ccccc1C(=O)OCCc1cc2ccccc2c(=O)o1,-3,-1,-6,-0.9,-0.8,-0.6,6,0,-1.1
CCOC(=O)C1(C(N)=O)OC1(c1ccc(Cl)cc1)c1ccccc1Cl (configuration not stated),-3,-2,-3,2.1,-1.4,-0.1,8,-3,-2.0
O=c1c2ccccc2nc(-c2ccccc2)n1O,-8,-14,?,1.2,7.1,0.3,2,-7,-2.3
Cc1n[nH]c(=O)n1-c1ccc(C(C)C)cc1,-2,0,-4,0.2,.,-1.2,2,8,-2.2
CC(C)(C)C(=O)CC1(O)C(=O)N(Cc2ccc(Cl)cc2)c2ccccc21 (configuration not stated),4,-5,-17,.,0.3,-1.8,5,4,-1.1
Cc1nn(-c2ccccc2)c(/N=C/c2ccccc2O)c1-c1ccccc1,6,0,-1,.,-0.5,0.2,-3,-5,-1.5
O=C(CN1CCN(c2ccccc2F)CC1)NC(=O)NC1CCCCC1,10,-12,1,-0.7,0.0,-0.6,18,-6,1.2
Nc1cccc(-n2cccc2)c1,10,-5,-10,0.0,-1.0,-0.3,3,1,-0.7
Nc1c(C(=O)Nc2ccc(Cl)c(C(=O)O)c2)sc2nc3c(cc12)CCCC3,4,0,0,0.3,0.3,0.3,2,-11,0.1
COc1cccc(-c2ncc3ccccc3c2COC(=O)N2CCOCC2)c1,3,3,-5,0.1,-1.6,-0.1,15,-2,-3.8
O=C(Nc1ccc2c(c1)OCO2)[C@@H]1CCCN1S(=O)(=O)c1cccc2cccnc12,0,-1,3,0.8,0.0,0.7,8,6,-0.5
O=C(COC(=O)c1ccccc1SCC(=O)N1CCCC1)Nc1ccccc1,5,-3,-3,-0.2,-0.9,1.0,12,4,-1.5
O=C(O)c1ccc2nc(C(F)(F)F)[nH]c2c1,-12,0,-5,.,-0.6,?,4,12,-3.3
CCc1ccc(NC(=S)N(CCN2CCOCC2)Cc2ccccc2F)cc1,6,1,-6,1.4,1.0,-0.6,7,8,-0.1
CCOC(=O)C1CSC(CC(=O)Nc2ccc(Cl)cc2)C(=O)N1 (configuration not stated),-8,-3,-2,.,0.2,0.5,-1,3,-0.1
CC1=CC(C)(C)[N+](C)=CN1c1ccccc1,-13,2,-3,1.3,-0.9,1.1,-4,2,-1.6
COC(=O)C1=C(C)N(CCc2ccc(OC)cc2)C(=O)C1,3,-1,-4,.,0.4,-0.1,8,-4,-2.4
CC(C)(C)C(=O)Cn1nc(Cl)nc1Cl,2,1,-3,0.9,-0.4,-0.4,-7,-1,-1.4
C[C@@H]1CN([C@H](C)CO)C(=O)c2cc(NC(=O)Nc3ccc(C(F)(F)F)cc3)ccc2O[C@H]1CN(C)C(=O)Nc1ccc(F)cc1,7,4,-1,-15&1.0,0.3,-0.7,2,7,?
CC(C)CCSc1nc2c(c(=O)[nH]c(=O)n2C)n1CCCc1ccccc1,0,0,0,0.4,0.3,-0.8,20,-6,-0.8
CC(Sc1nnc(N)s1)C(=O)NNC(=O)c1cccc(Cl)c1 (configuration not stated),-5,-14,-16,1.0,12,-1.7,3,2,0.1
O=C(Cc1ccccc1)NC(CSSCC(NC(=O)Cc1ccccc1)C(=O)O)C(=O)O (configuration not stated),-1,-2,-4,2.3,-0.2,-0.3,3,2,.

# Copied from the entries so far for reference:
SMILES,CCHFV vOTU inh,Anthrax LF inh2,BoNT-F LC inh,TcdB inh,PfHsp40 yeast,BoNT-A LC inh2,Yp Topo-I inh,PrPC surface inh,FadD28 FP inh
COC(=O)C1=C(C)N(CCc2ccc(OC)cc2)C(=O)C1,3,-1,-4,.,0.4,-0.1,8,-4,-2.4
CC(C)(C)C(=O)Cn1nc(Cl)nc1Cl,2,1,-3,0.9,-0.4,-0.4,-7,-1,-1.4
C[C@@H]1CN([C@H](C)CO)C(=O)c2cc(NC(=O)Nc3ccc(C(F)(F)F)cc3)ccc2O[C@H]1CN(C)C(=O)Nc1ccc(F)cc1,7,4,-1,-15&1.0,0.3,-0.7,2,7,?
CC(C)CCSc1nc2c(c(=O)[nH]c(=O)n2C)n1CCCc1ccccc1,0,0,0,0.4,0.3,-0.8,20,-6,-0.8
CC(Sc1nnc(N)s1)C(=O)NNC(=O)c1cccc(Cl)c1 (configuration not stated),-5,-14,-16,1.0,12,-1.7,3,2,0.1
O=C(Cc1ccccc1)NC(CSSCC(NC(=O)Cc1ccccc1)C(=O)O)C(=O)O (configuration not stated),-1,-2,-4,2.3,-0.2,-0.3,3,2,.

# New compounds follow:
SMILES,CCHFV vOTU inh,Anthrax LF inh2,BoNT-F LC inh,TcdB inh,PfHsp40 yeast,BoNT-A LC inh2,Yp Topo-I inh,PrPC surface inh,FadD28 FP inh
COc1ccc(NC(=O)CN(C)C(=O)c2c(-c3ccccc3Cl)noc2C)cc1,-2,2,-25,1.5,0.4,-7.6,-11,-6,-3.3
O=C(c1cccs1)N1N=C(c2ccccc2)CC1c1ccccc1O (configuration not stated),-11,-12,2,1.8,1.1,-0.6,29,9,-2.5
O=C(OCC(=O)N1CCc2ccccc21)c1ccc[n+]([O-])c1,2,6,?,.,0.0,-1.8,3,2,-2.9
CCOC(=O)CSc1nnc(CSc2nc3sc4c(c3c(=O)[nH]2)CCCC4)n1-c1ccccc1,-6,-10,-18,.,1.1,-2.2,35,-1,-2.2
CCCCCCC(=O)N1CCN(c2cc3c(cc2F)c(=O)c(C(=O)O)cn3CC)CC1,1,-3,1,.,3.3,-0.7,9,2,-3.8
COc1ccc(C(CNC(=O)CN2C(=O)NC3(CC(C)CC(C)(C)C3)C2=O)N2CCOCC2)cc1 (configuration not stated),10,8,5,.,1.2,1.8,4,-5,-2.0
CN1C2CCC1CC(NC(=O)CSc1ccc(C(C)(C)C)cc1)C2 (configuration not stated),-13,-9,1,-0.4,0.1,-0.4,-12,-1,1.0
Cc1cc(S(=O)(=O)NCC(C)C)ccc1OCC(=O)NCc1ccccn1,-1,-2,-4,.,0.4,-2.7,3,-5,-3.1
Cn1c(CNC(=O)C2CCCCC2)cc2ccccc21,9,-9,10,0.1,0.0,0.2,3,9,-0.1
CC(=O)OC(C)(C)/C=C/C(=O)C(C)(O)C1C(O)CC2(C)C3CC=C4C(CC(O)C(=O)C4(C)C)C3(C)C(=O)CC12C (configuration not stated),3,-2,-6,0.4,-0.7,-0.1,24,34*,-2.5
COc1ccc(CCNC(=O)c2cnc3ccccc3n2)cc1,17,-4,-7,-0.4,-0.3,0.7,5,-2,-0.8
COc1ccc(S(=O)(=O)Nc2noc3ccccc23)cc1,-4,15,13,-1.1,3.0,0.0,-5,13,-1.1
CSc1nc(C)c(CCOC(=O)c2ccccc2)c(=O)[nH]1,-7,-6,-5,.,-0.3,0.0,-3,-6,0.2
Cc1cc(NC(=O)CSc2n[nH]c(=O)[nH]c2=O)ccc1Br,9,-2,-4,2.2,3.3,0.3,5,-9,-1.2
COc1ccc(N)cc1-n1c(C)ccc1C,7,-27,-51,-1.5,-1.4,0.0,-1,-10,-2.9
COc1ccc(-c2nn(-c3ccccc3)cc2C(=O)N2CCN(S(=O)(=O)c3ccccc3[N+](=O)[O-])CC2)cc1,0,-4,1,0.6,-3.0,-0.4,30,-8,-3.8
O=C(CC(=O)N1CCN(c2ccccn2)CC1)Nc1ccc2nc3n(c(=O)c2c1)CCCCC3,-3,-8,-8,-0.4,0.2,0.1,17,2,-2.3
O=C1/C(=C/c2ccccn2)SC(=S)N1NS(=O)(=O)c1ccccc1,8,-4,-2,1.8,-0.9,-0.2,12,7,0.6
O=c1[nH]c(=S)[nH]c(O)c1/C=C1\C=Nc2ccccc21,.,2,22,-1.1,2.8,2.5,-6,.,?
Cc1ccnc(NC(c2cccnc2)c2ccc3cccnc3c2O)c1 (configuration not stated),6,0,-6,-2.4,-0.6,-1.9,5,9,-4.4
O=C(COc1coc(CN2CCc3ccccc32)cc1=O)Nc1cccc(F)c1,10,-3,6,1.6,-0.5,-2.0,9,10,-2.6
Cc1c(C)c2ccc(OCC(=O)NCCCn3ccnc3)cc2oc1=O,-8,-2,-2,-1.4,0.4,-0.5,2,-10,-3.5
O=C(Nc1nc2ccc(F)cc2s1)c1ccc([N+](=O)[O-])o1,-8,1,-1,0.2,.,-0.4,4,1,-1.0
Cc1nc2ccccn2c1C(=O)NCc1ccc2c(c1)OCO2,-4,-1,2,.,-0.9,1.0,6,13,-1.1
Nn1c(SCC(=O)NCCN2C(=O)CSC2=O)nnc1-c1ccc(OC(F)F)cc1,7,-4,2,2.6,0.2,-0.6,-2,-2,-1.3
SMILES,CCHFV vOTU inh,Anthrax LF inh2,BoNT-F LC inh,TcdB inh,PfHsp40 yeast,BoNT-A LC inh2,Yp Topo-I inh,PrPC surface inh,FadD28 FP inh
Cc1cccc(CSc2nc3[nH]ncc3c(=O)[nH]2)c1,-11,-1,-2,0.9,-0.4,-0.6,5,12,0.0
CCc1cccc(CC)c1NC(=S)NCCc1c(C)[nH]c2ccc(C)cc12,4,-7,-6,1.2,1.0,-1.2,-4,10,-2.3
CCCn1c(CN2CCCCC2C)nc2c1c(=O)n(C)c(=O)n2C (configuration not stated),3,-2,-3,-12,1.1,-0.4,9,9,-3.1
COc1ccccc1N1CCN(C(=O)C2CCCN(S(=O)(=O)c3ccc4c(c3)oc(=O)n4C)C2)CC1 (configuration not stated),-4,-2,-4,1.3,-0.2,-1.1,16,4,-3.1
CCOc1ccc2c(c1)-c1c(ssc1=S)C(C)(C)N2C(=O)CSC1=NCCS1,8,-11,-5,.,0.2,-0.5,10,-14,-0.8
O=C1c2ccccc2NC(c2cccc(F)c2)N1Cc1ccco1 (configuration not stated),-109,0,-4,2.3,-0.6,-1.3,0,0,-2.9
COc1ccccc1CC(=O)Nc1ccc(S(=O)(=O)N2CCN(C)CC2)cc1,40*,-3,2,0.5,2.6,1.9,-1,-2,-3.8
C=CCNC(=O)NC(=O)COC(=O)CC(NC(N)=O)c1ccc(Cl)cc1 (configuration not stated),-8,3,4,.,-0.1,0.6,-3,3,-1.9
CCOc1ccc(S(=O)(=O)N2CCN(C(=O)c3oc4ccc(OC)cc4c3C)CC2)cc1,3,2,-3,0.8,0.3,0.2,8,1,-4.0
COc1cc(C)c(NC(=S)Nc2ccc(Cl)c(Cl)c2)cc1OC,1,-3,-3,0.5,-2.4,0.1,-3,1,-3.1
O=C(Cc1ccc2c(c1)OCCO2)N1CCN(c2ccccc2)CC1,11,-6,1,2.3,1.6,0.1,-8,8,0.6
CSCCC(NC(=O)COc1ccccc1)C(=O)NCC(C)(C)N1CCOCC1 (configuration not stated),-5,-2,0,1.5,.,0.1,-3,-9,-1.7
COC(=O)c1ccccc1NC(=O)c1cccc(COc2ccccc2Cl)c1,8,-8,-2,1.7,0.5,0.5,4,-2,-4.1
O=C(c1cc(-c2cccc(Cl)c2)on1)N1CCOCC1,7,27,-31,0.1,-0.3,1.4,0,5,-1.3
O=C(Nc1scc(-c2ccccc2)c1C(=O)O)c1ccccc1Cl,-4,-8,-2,-0.8,0.6,-0.1,-4,4,-5.8
N#Cc1cccc(NC(=O)c2nc(-c3ccccc3)n(-c3ccccc3)n2)c1,4,0,?,.,3.7,1.2,17,7,-6.1
CC(C)(C)OC(=O)N1CCCC1C(=O)N1CCCC1C(=O)N1CCCC1C(=O)O (configuration not stated),4,-1,1,.,0.4,-0.1,-11,-10,-1.3
C#CCOCCOCCOCCNc1nc(N2CCN(C(=O)[C@H]([C@@H](C)CC)n3cc(CCCCN)nn3)CC2)nc(N2CCN(C(=O)[C@H]([C@@H](C)CC)n3cc(CCCN=C(N)N)nn3)CC2)n1,5,-7,-26,0.9,0.4,-0.8,0,5,-1.7
CCc1ccc(OCCNC(=O)OCc2ccccc2)cc1,11,0,1,.,2.1,0.5,-4,3,-1.1

# Compound activity: PubChem BioAssay, several laboratories

# The order is random; about 2.3% have a hit in one of these screens.
